MrgX1 antag – antagonists of human MrgX1 receptor, primary screen, HEK293 cells, Fluo-4 calcium flux. Mas-related G-protein coupled receptor member X1 (Homo sapiens), Q96LB2. BAM8-22 antagonism; hits give low values. B-score at 10 µM. actives 1.3% (n = 310,000);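 active = calcium-response B-score plate-corrected more than 3 library SD below zero, starting fluorescence within 5 deviations, no agonist response on first addition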;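 note: peak minus trough fluorescence over baseline after final BAM8-22 challenge near maximal dose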
Target sequence (Q96LB2 whole entry, looked up): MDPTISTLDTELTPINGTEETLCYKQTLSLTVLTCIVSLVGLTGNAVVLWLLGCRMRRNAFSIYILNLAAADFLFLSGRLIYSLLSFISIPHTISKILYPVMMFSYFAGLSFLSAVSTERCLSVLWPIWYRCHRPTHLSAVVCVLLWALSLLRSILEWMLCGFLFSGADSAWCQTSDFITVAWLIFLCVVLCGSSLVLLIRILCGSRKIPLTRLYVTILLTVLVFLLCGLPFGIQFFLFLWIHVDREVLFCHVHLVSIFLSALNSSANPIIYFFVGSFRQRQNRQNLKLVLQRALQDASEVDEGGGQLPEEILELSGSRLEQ
RGS4 block – RGS4 inhibitors, primary screen, cell-based, HEK293 M3R inducible RGS4, calcium flux; Fluo-4 calcium flux; hits give high values; triggered by carbachol at its EC20; B-score at 10 µM; actives 0.45% (n = 310,000);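 active = B-score, a plate-corrected calcium signal, over three deviations above library mean, with baseline fluorescence within five deviations of library mean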;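 note: RGS4 expression induced by doxycycline in cells with stable M3 receptor; B-score is computed from the integrated fluorescence ratio over baseline after carbachol; higher B-score means a larger calcium signal and so more RGS4 inhibition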
Target sequence (P49798 whole entry, looked up): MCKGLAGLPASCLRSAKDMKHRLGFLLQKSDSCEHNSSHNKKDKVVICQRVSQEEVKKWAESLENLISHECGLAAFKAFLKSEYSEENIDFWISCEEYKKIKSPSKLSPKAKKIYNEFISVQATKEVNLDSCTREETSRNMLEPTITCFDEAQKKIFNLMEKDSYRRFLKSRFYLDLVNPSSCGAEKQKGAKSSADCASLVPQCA
ANO1 activ – TMEM16A chloride channel activators or potentiators, primary screen, cell-based, HTS; HEK293 TMEM16A/YFP-H148Q/I152L, iodide quench fluorescence; hits give low values; B-score at 10 µM; actives 0.3% (n = 340,000); AID 623877, 2012;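 active = fluorescence-ratio B-score plate-corrected deviation score at least 3 library SD below zero, with starting fluorescence score within 5 deviations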;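 note: channel opened by trigger with iodide after compound preincubation; score built on the fluorescence ratio of max minus min over baseline; more negative score means more quench and so TMEM16A activation or potentiation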
TRPC4 PAM – positive allosteric modulators of TRPC4, primary screen, cell-based, mouse TRPC4beta, HEK293 mu-opioid, Fluo-4 calcium | DAMGO EC20, Fluo-4 Ca2+ flux; hits give high values | B-score at 10 µM | actives 0.42% (n = 310,000) | AID 2227, 2009 | Short transient receptor potential channel 4 (Mus musculus), Q9QUQ5;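 active = B-score of calcium response area above 5 SD of library B-scores, with initial fluorescence ratio within 5 SD of library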;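 note: B-score of integrated fluorescence ratio over time as area under calcium response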
MrgX1 agonist – agonists of human MrgX1 receptor, primary screen, HEK293 cells, Fluo-4 calcium flux; Fluo-4 calcium fluorescence, agonist mode; hits give high values; Mas-related G-protein coupled receptor member X1 (Homo sapiens), Q96LB2; actives 0.44% (n = 310,000); AID 588627, 2011; B-score at 10 µM;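 active = calcium response B-score plate-corrected fluorescence ratio at least 3 library SD, with starting fluorescence B-score inside 5 SD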
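System: HEK293 cells stably expressing human MrgX1 receptor; Dosing: test compound in the initial addition of three; Schedule: overnight plating, then 30 min 37 °C plus 30 min room-temperature dye loading; Detection: kinetic calcium dye fluorescence, Fluo-4 NW; Controls: per-plate positive and negative controls for Z′ factor.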
TRPC6 inhibitor – mouse TRPC6 channel inhibitors, primary screen, cell-based, HEK293, membrane potential dye; Short transient receptor potential channel 6 (Mus musculus), Q61143; ACh-evoked depolarization; hits give low values; B-score at 10 µM; actives 1.1% (n = 310,000); AID 2553, 2010;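 active = B-score under library mean minus 3 SD, initial fluorescence not abnormally high, positive integrated signal ratio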;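 note: B-score derived from integrated fluorescence ratio over the kinetic read; more negative B-score means stronger inhibition of depolarization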
TRPC6 act – mouse TRPC6 channel activators, primary screen, cell-based, HEK293, membrane potential dye; HEK293-TRPC6 membrane potential dye fluorescence; hits give high values; actives 0.13% (n = 310,000); B-score at 10 µM; AID 2550, 2010; Short transient receptor potential channel 6 (Mus musculus), Q61143;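 active = B-score of the integrated fluorescence ratio above library mean plus 3 SD, and starting fluorescence ratio within library mean plus 5 SD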;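 note: higher score means more depolarization so channel activation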
TRPC4 block – inhibitors of mouse TRPC4 channel, primary screen, Fluo4 calcium, HEK293 TRPC4beta/mu-opioid cells; Short transient receptor potential channel 4 (Mus musculus), Q9QUQ5; B-score at 10 µM; DAMGO-evoked Fluo4 calcium flux; hits give low values; actives 0.39% (n = 300,000);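 active = B-score over 3 SD under the library average, no early fluorescence shift, positive overall ratio signal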
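Assay system: HEK293 cells with stable TRPC4beta plus mu-opioid receptor expression; Probe or stimulus: DAMGO in two steps, submaximal then maximal; Dosing: single-point compound dosing; Measured by: Fluo4 calcium-dye fluorescence, kinetic read; Read-out basis: B score from integrated Fluo4 fluorescence ratio.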
TMEM16A inh – TMEM16A chloride channel inhibitors, primary screen, cell-based, HTS; AID 588511, 2011; actives 1.2% (n = 310,000); Anoctamin-1 (Mus musculus), Q8BHY3; normalized B-score (activity score, 25-100; higher = stronger inhibition) at 10 µM; HEK293 TMEM16A/YFP iodide influx fluorescence, ionomycin;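 active = ratio plate-corrected score three or more library SD toward inhibition, starting fluorescence score within five deviations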;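 note: score derived from kinetic fluorescence span divided by baseline fluorescence per well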
MrgX1 PAM – positive allosteric modulators of MrgX1, primary screen, HEK293 cells, Fluo-4 calcium flux; B-score at 10 µM; actives 0.63% (n = 310,000); AID 588675, 2011; FDSS; hits give high values; Mas-related G-protein coupled receptor member X1 (Homo sapiens), Q96LB2;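 active = plate-corrected calcium response at least 3 library SD above typical, normal starting fluorescence, not activating the receptor alone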;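 note: compound read alongside a low EC10 to EC30 dose of BAM8-22 agonist; peak minus trough fluorescence over baseline measured at the second addition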
TRPC4 act – activators of mouse TRPC4 channel, primary screen, Fluo4 calcium, HEK293 TRPC4beta/mu-opioid cells | Fluo4 calcium fluorescence; hits give high values | AID 2237, 2010 | B-score at 10 µM | actives 0.49% (n = 310,000) | Short transient receptor potential channel 4 (Mus musculus), Q9QUQ5;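 active = B-score above 5 SD of library B-scores, and initial fluorescence ratio not above library mean plus 5 SD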;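 note: positive B-score marks a calcium rise read as TRPC4 activation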
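Assay system – TRPC4beta and mu-opioid receptor HEK293 stable cells · Measured by – Fluo4 fluorescence, kinetic · Schedule – dye loading 45 min room temperature, 110 s kinetic read · Read-out – B-scored integrated calcium fluorescence ratio · Controls – buffer and maximal DAMGO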
* hit, by the source's call; i = inactive; . = not tested or not shown.

item	SMILES	MrgX1 antag	RGS4 block	ANO1 activ	TRPC4 PAM	MrgX1 agonist	TRPC6 inhibitor	TRPC6 act	TRPC4 block	TMEM16A inh	MrgX1 PAM	TRPC4 act
1	Cc1ccc(NC(=O)CN2C(=S)NC(C)(C)CC2C)cc1Cl (configuration not stated)	i	i	i	i	i	i	i	i	i	i	i
2	COc1ccc(COC(=O)c2ccc(Cl)c(S(=O)(=O)N3CCOCC3)c2)cc1F	i	i	i	i	i	i	i	i	i	i	i
3	COc1ccc(S(=O)(=O)NNC(=O)c2cc3ccccc3o2)cc1	i	i	i	i	i	i	i	i	i	i	i
4	CCOc1ccc(-n2cc(C(=O)NCCOC)c3cc(OC)c(OC)cc3c2=O)cc1	i	i	i	i	i	i	i	i	i	i	i
5	Cc1ccc(N2CC(C(=O)OCC(=O)Nc3ccccc3F)CC2=O)cc1 (configuration not stated)	i	i	i	i	i	i	i	i	i	i	i
6	Cc1cc(C)c(NC(=O)CCn2nnc3ccccc32)c(C)c1	i	i	i	i	i	i	i	i	i	i	i
7	O=C(CNS(=O)(=O)c1ccccc1F)Nc1ccc(N2CCOCC2)cc1	i	i	i	i	i	i	i	i	i	i	i
8	COC(=O)C1CCN(Cc2cc(=O)oc3cc(OC)ccc23)CC1	i	4.8*	i	i	i	i	i	i	i	i	i
9	CCn1cc(C(=O)N2CCN(c3cccc(Cl)c3)CC2)c2cc(OC)c(OC)cc2c1=O	i	i	i	i	i	i	i	i	i	i	i
10	Cc1ccc(C(=O)Cn2c(C)cc(C)c(C#N)c2=O)cc1	i	i	i	i	i	i	i	i	i	i	i
11	N#CCCn1cc(C(=O)O)c(-c2cc3ccccc3o2)n1	i	i	i	i	i	i	i	i	i	i	i
12	O=C(NCCc1ccc(Cl)cc1)C1CCCN(c2ncnc3c2nc2n3CCCCC2)C1 (configuration not stated)	i	i	i	i	i	i	i	i	i	i	i
13	CN(CCCNC(=O)C1CCC(=O)N1Cc1ccccc1Cl)c1ccccc1 (configuration not stated)	i	i	i	i	i	i	i	i	i	i	i
14	CCN(CC)C(=O)c1ccccc1NC(=O)c1cccc(S(=O)(=O)N(CC)CC)c1	i	i	i	i	i	i	i	i	i	i	i
15	O=C(NCC1CCCO1)c1cc2ccccc2cc1O (configuration not stated)	i	i	i	i	i	i	i	i	i	i	i
16	O=C(NC1CCCCC1)C1CCN(c2cnccn2)CC1	i	i	i	i	i	i	i	i	i	i	i
17	O=c1cccc2n1Cc1cc3ccccc3nc1-2	i	i	i	i	i	i	i	i	i	i	i
18	NS(=O)(=O)c1cc2c(cc1C(F)(F)F)NCNS2(=O)=O	i	i	i	i	i	i	i	i	i	i	i
19	COc1ccc(CN(C)C(C)C(=O)Nc2cccc3ccccc23)cc1 (configuration not stated)	i	i	i	i	i	i	i	i	i	i	i
20	O=C(CC(c1ccccc1)c1ccccc1)Nc1ccc(C(=O)O)cc1	i	i	i	i	i	i	i	i	i	i	i
21	CCOC(=O)Nc1ccc2nc3n(c(=O)c2c1)CCCCC3	i	i	i	i	i	i	i	i	i	i	i
22	CCOC(=O)C1(CC2CCCCO2)CCN(Cc2nccn2-c2cccc(C)c2)CC1 (configuration not stated)	i	i	i	i	i	i	i	i	i	i	i
23	Cc1ccc([N+](=O)[O-])cc1N=Nc1c(-c2ccc([N+](=O)[O-])cc2)[nH]n(C(N)=S)c1=O	.	i	-5.4*	i	.	-6.4*	i	i	.	.	i
24	CC1CCN(C(=S)Nc2ccc(F)cc2)CC1	i	i	i	i	i	i	i	i	i	i	i
25	COc1cccc(N2CC(C(=O)OC(C)C(=O)c3ccccc3)CC2=O)c1 (configuration not stated)	i	i	i	i	i	i	i	i	i	i	i
26	O=C(c1ccc(Cl)cc1)C1CCN(Cc2ccccc2)CC1	i	i	i	i	i	i	i	i	i	i	i
27	CC(=O)Oc1ccc(CC(C(=O)O)N2C(=O)c3ccccc3C2=O)cc1 (configuration not stated)	i	i	i	i	i	i	i	i	i	i	i
28	COc1ccccc1NC1=NC(C)(C)N=C(N)N1	i	i	i	i	i	i	i	i	i	i	i
29	Cc1cc(=O)oc2cc3oc(=O)cc(C)c3cc12	i	i	i	i	i	i	i	i	i	i	i
30	Cc1cc(NS(=O)(=O)c2ccc(NC(=O)CSc3nc4ncc(Br)cc4[nH]3)cc2)nc(C)n1	i	i	i	i	i	i	i	i	i	i	i

Exported with values under each structure: entries from further up.
Screens in order – MrgX1 antag	RGS4 block	ANO1 activ	TRPC4 PAM	MrgX1 agonist	TRPC6 inhibitor	TRPC6 act	TRPC4 block	TMEM16A inh	MrgX1 PAM	TRPC4 act
[10] Cc1ccc(C(=O)Cn2c(C)cc(C)c(C#N)c2=O)cc1
→ i	i	i	i	i	i	i	i	i	i	i
[11] N#CCCn1cc(C(=O)O)c(-c2cc3ccccc3o2)n1
→ i	i	i	i	i	i	i	i	i	i	i
[12] O=C(NCCc1ccc(Cl)cc1)C1CCCN(c2ncnc3c2nc2n3CCCCC2)C1 (configuration not stated)
→ i	i	i	i	i	i	i	i	i	i	i

(next part)
item	SMILES	MrgX1 antag	RGS4 block	ANO1 activ	TRPC4 PAM	MrgX1 agonist	TRPC6 inhibitor	TRPC6 act	TRPC4 block	TMEM16A inh	MrgX1 PAM	TRPC4 act
31	COc1cccc(CN(CC(=O)NCc2ccc(F)cc2)C(=O)c2ccco2)c1	i	i	i	i	i	i	i	i	i	i	i
32	CCOC(=O)c1c(N/N=C/c2ccncc2)n[nH]c1C	i	i	i	i	i	i	i	i	i	i	i
33	Nc1c(C(=O)Nc2ccc(Cl)c(Cl)c2)sc2nc(-c3cccnc3)ccc12	i	i	.	i	i	i	i	i	i	i	i
34	COCCNC(=S)c1ccc(OC)cc1	i	.	i	.	i	.	.	.	i	i	.
35	CCOC(=O)C1(Cc2ccccc2)CCCN(C2CCN(C(C)=O)CC2)C1 (configuration not stated)	i	i	i	i	i	i	i	i	i	i	i
36	O=C(Nc1nc2ccccc2[nH]1)c1ccc(F)cc1	i	i	i	i	i	i	i	i	i	i	i
37	COCCCNS(=O)(=O)c1ccc2c(c1)CCN2C(C)=O	i	i	i	i	i	i	i	i	i	i	i
38	COc1ccc(NC(=O)N2CCCC2C(=O)Nc2ccc(C)c(Cl)c2)cc1 (configuration not stated)	i	i	i	i	i	i	i	i	i	i	i
39	CCCCOc1ccccc1C1NC(=O)NC(C)=C1C(=O)OCCOCC (configuration not stated)	i	i	i	i	i	i	i	i	i	i	i
40	CCOc1ccc(NS(=O)(=O)c2cc(NC(=O)CCC(=O)c3cccs3)ccc2Cl)cc1	i	i	i	i	i	i	i	i	i	i	i
41	CCOc1ccc(N(CC(=O)NC2CCC(C)CC2)S(=O)(=O)c2c(C)noc2C)cc1 (configuration not stated)	i	i	i	i	i	i	i	i	i	i	i
42	O=C(NNC1=Nc2cccc3cccc1c23)c1ccccc1Br	i	i	i	i	i	i	i	i	i	i	i
43	COc1ccc(O)c(-c2cc(-c3ccc(F)cc3)n[nH]2)c1	i	i	i	i	i	i	i	i	i	i	i
44	COCCNC(=S)N(CCc1c(C)[nH]c2ccccc12)Cc1ccco1	i	i	i	i	i	i	i	i	i	i	i
45	Cc1ccc(-c2cc3c(nn2)-c2ccccc2C3=O)cc1	i	i	i	i	i	i	i	i	i	i	i
46	CCOc1ccc(OCCC(=O)OCC(=O)Nc2cc(S(=O)(=O)N3CCOCC3)ccc2C)cc1	i	i	i	i	i	i	i	i	i	i	i
47	O=C(NCCCN1CCOCC1)c1cc2ccccc2cc1O	-4.7*	i	i	i	i	i	i	i	i	i	i
48	CCOc1ccccc1N(CC(=O)NCc1ccco1)C(=O)CCC(=O)Nc1nccs1	i	i	i	i	i	i	i	i	i	i	i
49	O=C(Nc1ccccc1)c1ccc[n+](Cc2ccc([N+](=O)[O-])cc2)c1	i	i	i	i	i	i	i	i	i	i	i
50	O=S(=O)(Cc1ccccc1)Cc1cnc(Cl)s1	i	i	i	i	i	i	i	i	i	i	i
51	COc1cccc(Nc2nc(C)cc(C)c2C#N)c1	i	.	i	.	i	.	.	.	i	i	.
52	O=C(Nc1ccccc1)C1CCCN1S(=O)(=O)c1cccs1 (configuration not stated)	i	i	i	i	i	i	i	i	i	i	i
53	O=C(NCc1cccc(F)c1F)C1CCC(=O)N(C2CCCCCC2)C1 (configuration not stated)	i	i	i	i	i	i	i	i	i	i	i
54	CCN(c1ccccc1)S(=O)(=O)c1ccc(Cl)c(NC(=O)COC(=O)c2cccc(OC)c2O)c1	i	i	i	i	i	i	i	i	i	i	i
55	COc1ccc(C(O)C(CN2CCOCC2)c2ccccc2)cc1 (configuration not stated)	i	i	i	i	i	i	i	i	i	i	i

Whole records, quoted from the list. Screens in order: MrgX1 antag, RGS4 block, ANO1 activ, TRPC4 PAM, MrgX1 agonist, TRPC6 inhibitor, TRPC6 act, TRPC4 block, TMEM16A inh, MrgX1 PAM, TRPC4 act
`Cc1cc(NS(=O)(=O)c2ccc(NC(=O)CSc3nc4ncc(Br)cc4[nH]3)cc2)nc(C)n1` reads i, i, i, i, i, i, i, i, i, i, i
`Cc1ccc(N2CC(C(=O)OCC(=O)Nc3ccccc3F)CC2=O)cc1` (configuration not stated) reads i, i, i, i, i, i, i, i, i, i, i
`COCCNC(=S)N(CCc1c(C)[nH]c2ccccc12)Cc1ccco1` reads i, i, i, i, i, i, i, i, i, i, i

Source: PubChem BioAssay

Random draw from the library. About 5.8% of those tested had a hit in this group.
